Assay outcomes as filed in PubChem BioAssay.
Mdm2 MdmX PPI: human Mdm2/MdmX binding inhibition; AID 485346; 330,000 tested, 3% active; inhibition, % at 8 µM; SaOS-2 split-luciferase Mdm2/MdmX complementation, luminescence; O15151+Q00987;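 active means inhibition of at least 50% at 8 µM in the primary screen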
Target sequence (O15151 whole entry, looked up): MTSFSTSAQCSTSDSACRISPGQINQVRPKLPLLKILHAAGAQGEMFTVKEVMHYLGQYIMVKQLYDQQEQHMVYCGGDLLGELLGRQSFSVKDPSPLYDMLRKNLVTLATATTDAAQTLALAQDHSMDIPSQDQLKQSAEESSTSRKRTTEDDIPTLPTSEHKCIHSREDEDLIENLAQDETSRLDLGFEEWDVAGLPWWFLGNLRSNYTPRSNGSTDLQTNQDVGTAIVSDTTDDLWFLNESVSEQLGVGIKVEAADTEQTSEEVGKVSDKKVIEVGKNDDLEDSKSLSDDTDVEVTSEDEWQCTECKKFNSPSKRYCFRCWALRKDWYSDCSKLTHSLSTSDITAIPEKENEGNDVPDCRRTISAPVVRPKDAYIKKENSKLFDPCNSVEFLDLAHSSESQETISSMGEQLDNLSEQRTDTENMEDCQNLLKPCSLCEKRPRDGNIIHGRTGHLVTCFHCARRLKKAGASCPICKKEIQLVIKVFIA
Target sequence (Q00987 whole entry, looked up): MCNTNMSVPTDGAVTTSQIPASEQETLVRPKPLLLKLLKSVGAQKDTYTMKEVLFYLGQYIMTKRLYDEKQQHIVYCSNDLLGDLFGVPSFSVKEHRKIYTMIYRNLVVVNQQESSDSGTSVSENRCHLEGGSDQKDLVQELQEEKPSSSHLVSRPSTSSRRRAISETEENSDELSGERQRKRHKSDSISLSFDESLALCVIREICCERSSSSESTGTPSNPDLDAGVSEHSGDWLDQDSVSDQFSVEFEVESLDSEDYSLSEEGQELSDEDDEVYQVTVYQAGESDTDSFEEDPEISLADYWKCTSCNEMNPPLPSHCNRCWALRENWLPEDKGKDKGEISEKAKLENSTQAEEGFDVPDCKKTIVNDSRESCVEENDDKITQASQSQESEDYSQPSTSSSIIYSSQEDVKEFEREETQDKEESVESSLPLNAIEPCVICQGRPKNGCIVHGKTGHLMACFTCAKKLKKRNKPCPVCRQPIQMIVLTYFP
UPR XBP1 act: adaptive UPR (XBP1) activation; CHO-XBP1 luciferase reporter, IRE1-XBP1 UPR activation, luminescence; percent of tunicamycin response, DMSO as zero; activation, % at 20 µM; 330,000 tested, 0.33% active; AID 463104;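 active means versus positive control, 20 µM dose yields 30% or more activation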;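 further: 100% = tunicamycin at 10 µg/mL and 0% = DMSO only wells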
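Material: CHO cell line with stable XBP1 luciferase reporter; schedule: 16-18 h cell attachment at 37 °C, then 6 h compound exposure; signal: glow luminescence from Steady-Glo reagent; medium: serum-containing F12 medium, 10% FBS; benchmarks: tunicamycin 10 µg/mL and vehicle-only wells; read-out: percent activation relative to tunicamycin reference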
CXCR6 inh: inhibitors of human CXCR6 receptor; O00574; CHO-K1 PathHunter CXCR6 beta-arrestin, luminescence; inhibition, % at 20 µM; 360,000 tested, 0.36% active; AID 602244; in the data active means inhibition above about 34%, passing the limit was not always enough;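 further: antagonist mode with CXCL16 agonist at 10 nM final; 0% = 10 nM CXCL16 with DMSO and 100% = unstimulated wells without agonist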
CHOP UPR activ: activators of apoptotic arm of unfolded protein response (CHOP). CHO-CHOP luciferase reporter, UPR activation, luminescence; percent of tunicamycin response over DMSO baseline. activation, % at 10 µM. 330,000 tested, 0.34% active;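 active means at 10 µM dose, activation of 40% or more, normalized to positive control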;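 further: 100% = tunicamycin at 10 µg/mL and 0% = DMSO alone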
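System: CHO-CHOP luciferase reporter cell line | Buffer or medium: F12 medium containing 10% fetal bovine serum | Doses: One dose, 10 µM in 0.5% DMSO | Times: 6 h compound exposure at 37 °C after overnight seeding | Signal: Luciferase luminescence | Read-out: % activation vs tunicamycin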
CCR6 antag: blocks CCL20-driven beta-arrestin recruitment at human CCR6 | P51684 | CHO-K1 CCR6 PathHunter beta-arrestin, luminescence, CCL20-stimulated | inhibition, % at 20 µM | 340,000 tested, 0.49% active | AID 493098;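 active means compounds whose inhibition of the agonist-driven luminescence signal at 20 µM reaches about 50%, limit read from the data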;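 further: cells stimulated with CCL20 at 14 nM final; plate controls were DMSO with CCL20 for no effect and DMSO without agonist for full effect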
APJ antag: APJ receptor antagonism; CHO-K1 APJ beta-arrestin complementation, luminescence; inhibition, % at 20 µM; 330,000 tested, 0.32% active;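 active means inhibition above about 40% at 20 µM, limit read from the data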;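 further: cells challenged with 10 nM apelin-13 agonist together with compound; plate controls were apelin-13 plus DMSO wells for no effect and DMSO wells lacking apelin-13 for full effect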
APJ ag: APJ receptor agonism; P35414; CHO-K1 APJ PathHunter beta-arrestin, luminescence; 0% DMSO wells, 100% apelin; activation, % at 20 µM; 330,000 tested, 0.11% active; AID 2520;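 active means activation more than six SD over the plate average, tested at 20 µM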;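 further: 0% = DMSO alone and 100% = apelin-13 at 10 nM; some results filed as inactive read as strong as hits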
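assay system = CHO-K1 APJ beta-arrestin complementation cell line | input = cell density 1000 per well | dosing = compound 20 µM once, DMSO 1% | timing = compound 90 min 25 °C, reagent 1 h | measured by = luminescence from split beta-galactosidase complementation, Galacton Star/Emerald II substrate | read-out basis = APJ agonist activity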
tim23-1 inh: inhibits growth of tim23-1 mutant yeast; 330,000 tested, 1.3% active; S. cerevisiae tim23-1 growth, BacTiter-Glo luminescence, 24 h; inhibition, % at 20 µM;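 active means growth inhibition of the mutant yeast at or above 50%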;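 further: temperature-sensitive mutant grown at 25 °C; plate controls were DMSO-treated mutant yeast for no effect and medium wells lacking yeast for full effect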
EBI2 block: blocks human EBI2 receptor beta-arrestin signaling; P32249; EBI2 beta-arrestin recruitment, luminescence, 7a,25-OHC stimulated; inhibition, % at 5 µM; 360,000 tested, 0.81% active; in the data active means inhibition above about 38%;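 further: enzyme fragment complementation signal reports receptor beta-arrestin coupling in cells; 0% = agonist plus DMSO wells and 100% = wells without agonist; some results beyond the cut were filed as inactive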
Starred values were filed as active, the others as inactive; / = not tested or not shown. An excerpt; count on the stated rates, not on these rows.

SMILES	Mdm2 MdmX PPI	UPR XBP1 act	CXCR6 inh	CHOP UPR activ	CCR6 antag	APJ antag	APJ ag	tim23-1 inh	EBI2 block
COc1cc(C(=O)O)cc(NC(=O)c2ccco2)c1OC	6	-1	-9	1.1	14	-6	-4	8	-2
Cc1ccc(-c2cc(C(=O)N/N=C/C=C/c3ccccc3)n[nH]2)s1	27	-1	1	-0.3	8	-10	-3	29	10
Cc1cc(SCC(=O)N/N=C/c2ccc(O)c(O)c2)nc2ccccc12	34	59*	-9	108*	-1	-30	1	11	29
O=C(c1ccc(Cl)cc1)N1CCCOC1	15	1	-2	-0.9	-5	-10	5	2	-1
O=C(c1ccc(F)cc1)N1CCCC(C(=O)N2CCN(c3ccccc3)CC2)C1 (stereo not given)	19	-2	-8	-0.3	-5	4	-3	17	-1
O=C(NCc1ccco1)C(c1ccncc1)N(C(=O)Cc1cccs1)c1ccccc1 (stereo not given)	-15	-4	-1	2.1	14	8	-1	19	-6
COc1ccc(N2CCN(C(=O)c3csc4ccccc34)CC2)cc1	4	4	-2	-0.8	15	9	-4	43	53*
CCn1cc(C(=O)NCCc2ccc(C)cc2)c(=O)c2cc(S(=O)(=O)N(C)C)ccc21	26	-2	/	1.7	8	14	-4	-3	/
CCN(CC(=O)Nc1c(F)cccc1F)C(=O)CN1C(=O)C2CCCCC2C1=O (stereo not given)	10	0	-10	-0.9	6	-2	0	-2	-17
COc1ccc2[nH]c3c(c2c1)CCN1C(=O)N([C@@H](C)C(=O)NCc2ccco2)C(=O)[C@]31C	15	0	2	-2.2	8	-62	-1	5	2
O=C1CCCC/C=C\C[C@H](CC(=O)N(CCO)Cc2ccccc2)C(=O)N2CCC[C@@H]2CO1	5	3	1	1.0	13	10	-3	7	0
O=C(CN1CCN(S(=O)(=O)c2ccc(Cl)s2)CC1)NCc1ccc(Cl)cc1	30	-4	1	1.0	14	-5	0	23	16
COc1ccccc1OCC#CCn1ccnc1	21	-2	2	0.2	-13	12	-2	-2	-2
COc1ccccc1CNC(=O)CS(=O)(=O)c1ccccc1	7	1	-2	1.6	4	11	-5	8	-2
COc1ccc(CCC(=O)NCCS(=O)(=O)N2CCN(c3ccccc3F)CC2)cc1	-8	-4	-2	-2.6	-8	-22	-7	19	16
O=C(O)c1cc(-c2cccs2)nc2ccc(Br)cc12	-6	3	-6	0.7	/	14	0	20	1
CNCc1ccc(OCc2ccccc2)c(OC)c1	16	1	11	0.4	2	-9	-1	7	-19
O=C(CCN1C(=O)/C(=C/c2ccccc2F)SC1=S)N[C@@H](CO)Cc1ccccc1	80*	-5	-1	0.1	12	-26	-1	30	20
N#Cc1c(N)n(CCCN2CCOCC2)c2nc3ccccc3nc12	-1	-2	-6	-1.7	1	43*	-4	11	-3
CC(=O)NS(=O)(=O)c1ccccc1	2	-3	7	-1.4	3	0	-4	-13	5
Cn1c(SCC(=O)N2CCCc3ccccc32)nnc1-c1cccs1	14	0	-2	0.4	2	14	-2	16	-2
CC(=O)Nc1ccc(S(=O)(=O)N[C@@H](C)C(=O)OCC(=O)c2ccc(C)cc2)cc1	-7	-3	4	-0.9	-3	13	-1	11	-2
COc1ccc(Cl)cc1NC(=O)CCNS(=O)(=O)c1cccc2nonc12	17	-4	-1	1.7	-2	13	-2	-1	2
Cc1sc2ncnc(N[C@@H](CCC(=O)O)C(=O)O)c2c1C	12	4	15	-2.0	-15	13	-2	6	-7
COc1ccc(C(=O)N2CCN(C(=O)c3ccc(-c4ccccc4)cc3)CC2)cc1OC	-30	2	2	0.9	15	6	1	4	81*
CCCC1(c2ccccc2)NC(=O)N(CCN2C(=O)c3ccccc3C2=O)C1=O (stereo not given)	6	6	-3	-2.3	-9	9	0	11	-17
Cc1cc(C)nc(Sc2ncnc(N)c2[N+](=O)[O-])n1	-3	-8	3	95*	-6	24	-5	30	-22
CCOC(=O)C(NC(=O)C1C(C)N1S(=O)(=O)c1ccc(C)cc1)C(=O)OCC (stereo not given)	-10	-3	3	0.3	8	-6	8	2	-8
O=C(CCc1ccccc1)N1CCN(c2ccccn2)CC1	18	-1	-10	2.9	9	2	-2	-5	17
Cc1nc2ccccc2c(-c2ccccc2)c1C(=O)c1ccccc1	26	-2	5	-1.7	10	6	-3	34	-9

An excerpt from above in order of molar mass, ascending.
SMILES	Mdm2 MdmX PPI	UPR XBP1 act	CXCR6 inh	CHOP UPR activ	CCR6 antag	APJ antag	APJ ag	tim23-1 inh	EBI2 block
O=C(c1ccc(Cl)cc1)N1CCCOC1	15	1	-2	-0.9	-5	-10	5	2	-1
Cc1sc2ncnc(N[C@@H](CCC(=O)O)C(=O)O)c2c1C	12	4	15	-2.0	-15	13	-2	6	-7
Cc1cc(SCC(=O)N/N=C/c2ccc(O)c(O)c2)nc2ccccc12	34	59*	-9	108*	-1	-30	1	11	29
CCCC1(c2ccccc2)NC(=O)N(CCN2C(=O)c3ccccc3C2=O)C1=O (stereo not given)	6	6	-3	-2.3	-9	9	0	11	-17
O=C(c1ccc(F)cc1)N1CCCC(C(=O)N2CCN(c3ccccc3)CC2)C1 (stereo not given)	19	-2	-8	-0.3	-5	4	-3	17	-1
CCN(CC(=O)Nc1c(F)cccc1F)C(=O)CN1C(=O)C2CCCCC2C1=O (stereo not given)	10	0	-10	-0.9	6	-2	0	-2	-17
COc1ccc(Cl)cc1NC(=O)CCNS(=O)(=O)c1cccc2nonc12	17	-4	-1	1.7	-2	13	-2	-1	2
CCOC(=O)C(NC(=O)C1C(C)N1S(=O)(=O)c1ccc(C)cc1)C(=O)OCC (stereo not given)	-10	-3	3	0.3	8	-6	8	2	-8
O=C(NCc1ccco1)C(c1ccncc1)N(C(=O)Cc1cccs1)c1ccccc1 (stereo not given)	-15	-4	-1	2.1	14	8	-1	19	-6
CCn1cc(C(=O)NCCc2ccc(C)cc2)c(=O)c2cc(S(=O)(=O)N(C)C)ccc21	26	-2	/	1.7	8	14	-4	-3	/
O=C(CCN1C(=O)/C(=C/c2ccccc2F)SC1=S)N[C@@H](CO)Cc1ccccc1	80*	-5	-1	0.1	12	-26	-1	30	20
O=C(CN1CCN(S(=O)(=O)c2ccc(Cl)s2)CC1)NCc1ccc(Cl)cc1	30	-4	1	1.0	14	-5	0	23	16
COc1ccc(CCC(=O)NCCS(=O)(=O)N2CCN(c3ccccc3F)CC2)cc1	-8	-4	-2	-2.6	-8	-22	-7	19	16

Other results
SMILES	Mdm2 MdmX PPI	UPR XBP1 act	CXCR6 inh	CHOP UPR activ	CCR6 antag	APJ antag	APJ ag	tim23-1 inh	EBI2 block
CC(C)CC(=O)Nc1ccc(C(=O)CN2CCN(c3ccc(O)cc3)CC2)cc1	-6	2	-2	-0.6	1	2	1	7	-6
CC1(C(=O)NCc2ccccc2)Oc2ccccc2NC1=O (stereo not given)	18	-1	-2	-0.6	-15	2	-1	0	-1
COc1ccc(NC(=O)c2ccccn2)cc1OC	-9	2	-2	5.1	4	10	0	5	-16
Cc1ccccc1C(=NC(=O)c1ccccc1)c1ccccc1	2	-1	6	0.6	20	17	-7	17	-1
O=C(Nc1ccc2c(c1)OCO2)N1CCN(S(=O)(=O)c2ccc(Cl)cc2)CC1	13	3	-9	1.7	-7	-2	-4	-6	48*
COc1cc2c(cc1OC)C(SC)=NC1(CCCC1)C2	-18	6	38	-1.4	29	11	-1	19	-28
Cc1ccc(-c2nn(C)c(=O)c3ccccc23)cc1S(=O)(=O)N1CCCC1	38	2	8	-0.9	9	-61	-3	18	-10
COc1ccc(CN(C)C(=O)CCCNC(=O)c2ccc(Cl)cc2)cc1	6	-3	5	-0.2	11	6	-2	-5	17
Cc1ccc(/C=N\NC(=O)COc2ccc(C)cc2[N+](=O)[O-])cc1	-15	-2	2	2.4	-11	3	-3	35	-4
CCOc1cc(C2C(C(=O)c3ccc(C)o3)=C(O)C(=O)N2CCc2ccccc2)ccc1O (stereo not given)	24	-2	1	-0.4	10	0	1	7	-2
CCOC(=O)N1CCN(CC(=O)Nc2cc(C)nn2-c2nc3ccccc3s2)CC1	19	-4	-1	-3.4	9	12	3	15	39
O=C(CC(c1ccccc1)c1cc(Cl)ccc1O)N1CCOCC1 (stereo not given)	10	1	0	-1.2	-16	-3	1	13	-1
COc1cc(NC(=O)Cn2cnc(S(=O)(=O)N3CCC(C)CC3)c2)cc(OC)c1OC	31	-3	-2	-0.2	7	22	-2	12	-20
C=CC[C@H](CC(=O)NCCO)C(=O)N[C@@H](COC(=O)[C@H](CC=C)CC(=O)OC(C)(C)C)Cc1ccccc1	-24	-2	2	-0.1	9	6	-1	9	3
N#Cc1ccc2[nH]cc(CCO)c2c1	4	-1	2	2.0	3	-17	-2	17	-3
CC(=O)Nc1ccc(-c2csc(NC(C)c3ccccc3)n2)cc1 (stereo not given)	-3	4	5	-1.2	-1	-1	-3	16	2
CCOCC(=O)Nc1ccc(OCc2ccccc2)cc1	8	1	-3	4.2	9	1	-1	23	-2
CC(=O)Nc1cccn(Cc2c(Cl)cccc2Cl)c1=O	-7	1	-3	0.5	0	-11	-2	7	-6
O=C(c1ccc2c(c1)OCCO2)N1CCN(c2ccccn2)CC1	8	-3	2	-0.7	4	3	4	7	-5
[N-]=[N+]=CC(=O)CC(c1ccccc1)N1C(=O)c2ccccc2C1=O (stereo not given)	-35	-1	2	1.3	-7	7	-2	-2	-16
COc1ccc2c(Cl)c(C(=O)N/N=C/c3cccnc3)sc2c1	-2	6	2	3.4	11	9	-2	16	8
COc1ccc(NC(=O)O/N=C/c2ccccc2Cl)cc1	-1	1	-3	2.6	2	17	0	3	-10
COc1ccc(OCCCCN(C)Cc2ccccc2)cc1	34	-5	1	0.6	8	13	0	0	-6
CN(C)CCN(C(=O)c1cccc2ccccc12)c1nc2cc3c(cc2s1)OCO3	15	-5	10	0.1	13	-5	-9	28	8
CC(=O)N=c1cccc(NC(C)=O)n1O	4	-3	-14	0.2	6	14	-2	8	-8
COc1ccc(CNCCS(=O)(=O)NN2CCOCC2)cc1	37	5	-3	0.8	9	/	/	34	-5
COC(=O)[C@]1(Cc2ccccc2)N[C@H](CN(C)C(C)=O)[C@@H]2C(=O)N(Cc3ccccc3)C(=O)[C@@H]21	9	-1	1	-0.1	2	4	-3	5	-1
